PGK inhibitor = qHTS Assay to Find Inhibitors of Phosphoglycerate Kinase | Phosphoglycerate kinase, glycosomal (Trypanosoma brucei brucei), P07378 | PGK/GAPDH coupled, Kinase-Glo luminescence, 60 min | Potency, µM (highest dose often 57.5 µM), for the others: at the highest dose activity change, negative = inhibition, hits mostly inhibitors | 380,000 tested, 0.043% active; also: potency is read from the fitted curve at half-maximal effect; % is scaled to controls: 0 for no effect and ±100 for the full control effect; nearly all actives have a fitted effect of over 60% in size
Target sequence (P07378 whole entry, looked up): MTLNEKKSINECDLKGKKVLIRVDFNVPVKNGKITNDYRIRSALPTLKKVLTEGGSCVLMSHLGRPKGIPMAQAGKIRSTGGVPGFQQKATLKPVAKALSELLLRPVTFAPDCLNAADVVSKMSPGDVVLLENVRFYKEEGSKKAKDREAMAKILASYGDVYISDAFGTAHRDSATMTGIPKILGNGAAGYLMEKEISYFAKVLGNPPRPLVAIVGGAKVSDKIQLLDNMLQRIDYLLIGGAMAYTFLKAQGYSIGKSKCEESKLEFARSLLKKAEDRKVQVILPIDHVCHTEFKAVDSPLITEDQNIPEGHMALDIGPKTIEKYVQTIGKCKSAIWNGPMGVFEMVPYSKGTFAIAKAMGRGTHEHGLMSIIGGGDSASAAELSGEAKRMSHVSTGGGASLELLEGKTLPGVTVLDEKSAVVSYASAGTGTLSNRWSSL
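Luminescent ATP detection (Kinase-Glo Plus) follows a 60-minute room-temperature incubation, with wells lacking PGK as controls. Buffer: 100 mM TEA (pH 7.6), 5 mM MgCl2, 0.01% Tween-20. Coupling enzyme GAPDH (100 nM final) supplies unstable 1,3-BPG in-well.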
POLI inh = qHTS for Inhibitors of Polymerase Iota; Potency, µM (highest dose often 115 µM), for inactives: at the top dose activity, negative = inhibition, hits mostly inhibitors; 390,000 tested, 1% active; Pol iota fluorescent replication assay, 10 min; DNA polymerase iota (Homo sapiens), Q9UNA4; also: potency is read from the fitted curve at half-maximal effect
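Fluorescent replication assay read twice, at 0 min and 10 min after adding 50 nM (final) substrate. Enzyme (10 nM) and compounds were first incubated 15 min at room temperature; enzyme-free buffer wells were negative controls.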
RXFP1 antag = qHTS Assay for Antagonists of the Relaxin Receptor RXFP1; Relaxin receptor 1 (Homo sapiens), Q9HBX9; HEK293-RXFP1, relaxin-stimulated cAMP HTRF, 30 min; active compounds read low; activity change, negative = inhibition, % at 57.5 µM; 350,000 tested, 0.59% active;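 active = activity change of -60% or lower, but not beyond a set lower limit; inconclusive = change between -60% and -40%, or beyond the set limit; inactive = change above -40%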; also: % is scaled to controls: 0 for no effect and ±100 for the full control effect
Apoferritin bind = qHTS Assay for Identification of Novel General Anesthetics; Ferritin light chain (Equus caballus), P02791; apoferritin/1-aminoanthracene competitive binding, fluorescence; Potency, µM (series often up to 77.5 µM), for inactives: top-dose activity change, negative = displacement, usual class: inhibitors; 350,000 tested, 0.074% active; AID 485281, 2010; also: potency is read from the fitted curve at half-maximal effect; % is scaled to controls: 0 for no effect and ±100 for the full control effect; nearly all actives have a fitted effect of over 20% in size
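Apoferritin-based anesthetic binding model; compound displacement of fluorescent 1-AMA measured as endpoint fluorescence after 10 minutes at room temperature, scaled to free-ligand and complex controls.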
Pol kappa inh = qHTS for Inhibitors of Polymerase Kappa | DNA polymerase kappa (Homo sapiens), Q9UBT6 | purified Pol kappa, fluorescent DNA synthesis assay, 10 min | Potency, µM (doses to about 107 µM), inactives show at the top dose activity, negative = inhibition, hits mostly inhibitors | 400,000 tested, 0.53% active | AID 588579, 2011; also: potency is read from the fitted curve at half-maximal effect; % is scaled to controls: 0 for no effect and ±100 for the full control effect
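Kinetic fluorescence readout at 0 and 10 min followed reaction start with substrate at 50 nM final. Beforehand, enzyme (10 nM Pol kappa) stood 15 min with compound at room temperature; buffer-only wells were negative controls.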
APE1 inh = qHTS Assay for Inhibitors of the Human Apurinic/apyrimidinic Endonuclease 1 (APE1); Potency, µM (doses to about 65.8 µM), for the others: top-dose activity change, negative = inhibition, usual class: inhibitors; recombinant APE1, TAMRA/BHQ-2 abasic DNA cleavage fluorescence; 350,000 tested, 0.35% active; AID 2517, 2012;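 also: potency is read from the fitted curve at half-maximal effect; plate controls were vehicle for no effect and reference inhibitor for full effect; nearly all actives have a fitted effect of over 55% in size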
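Kinetic fluorescence read (525 ex/598 em nm, three reads 60 s apart) of AP-site incision; signal = third minus first read. Enzyme 0.75 nM, dual-labelled THF duplex 50 nM, compound preincubation 15 min RT.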
BLM helicase inh = qHTS Assay for Inhibitors of Bloom's syndrome helicase (BLM); RecQ-like DNA helicase BLM (Homo sapiens), P54132; recombinant BLM DNA unwinding, fluorescence dequenching; Potency, µM (doses to about 56.1 µM), without a hit: at the highest dose activity change, negative = inhibition, hits mostly inhibitors; 350,000 tested, 0.2% active;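 also: potency is read from the fitted curve at half-maximal effect; plate controls were vehicle for no effect and no enzyme for full effect; nearly all actives have a fitted effect of over 35% in size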
POLH inh = qHTS for Inhibitors of Polymerase Eta. DNA polymerase eta (Homo sapiens), Q9Y253. recombinant Pol eta, fluorescent DNA replication assay. Potency, µM (highest dose often 114 µM), without a hit: at the highest dose activity change, negative = inhibition, actives largely listed as inhibitors. 390,000 tested, 1.2% active; also: potency is read from the fitted curve at half-maximal effect; % is scaled to controls: 0 for no effect and ±100 for the full control effect
Target sequence (Q9Y253 whole entry, looked up): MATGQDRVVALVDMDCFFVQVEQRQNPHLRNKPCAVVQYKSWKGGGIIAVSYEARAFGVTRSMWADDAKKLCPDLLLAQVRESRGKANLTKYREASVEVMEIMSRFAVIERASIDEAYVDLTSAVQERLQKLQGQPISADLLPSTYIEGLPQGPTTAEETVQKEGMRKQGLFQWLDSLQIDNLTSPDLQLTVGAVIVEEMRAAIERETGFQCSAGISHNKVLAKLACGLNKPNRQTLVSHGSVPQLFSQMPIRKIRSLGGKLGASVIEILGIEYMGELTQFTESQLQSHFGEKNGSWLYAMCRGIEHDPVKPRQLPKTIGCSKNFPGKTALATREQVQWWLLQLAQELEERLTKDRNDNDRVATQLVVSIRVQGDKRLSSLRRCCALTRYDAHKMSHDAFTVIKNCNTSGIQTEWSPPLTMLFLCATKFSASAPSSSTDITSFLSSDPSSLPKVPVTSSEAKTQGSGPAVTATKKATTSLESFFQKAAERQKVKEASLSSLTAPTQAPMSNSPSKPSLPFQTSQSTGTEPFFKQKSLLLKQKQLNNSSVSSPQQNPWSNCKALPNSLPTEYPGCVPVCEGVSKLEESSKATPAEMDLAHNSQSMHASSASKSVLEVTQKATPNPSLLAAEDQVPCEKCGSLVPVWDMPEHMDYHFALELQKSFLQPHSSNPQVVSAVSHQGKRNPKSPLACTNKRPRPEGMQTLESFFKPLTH
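Pol eta (10 nM) was preincubated with compounds for 15 min at room temperature, after which fluorescent replication substrate (50 nM final) was added to start the reaction. Fluorescence was read kinetically at 0 and 10 min.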
POLB inh = qHTS Assay for Inhibitors of DNA Polymerase Beta | P06746 | Pol beta primer extension/strand displacement, fluorescence kinetic | Potency, µM (series often up to 114 µM), for the others: at the highest dose activity change, negative = inhibition, usual class: inhibitors | 340,000 tested, 1.3% active; also: potency is read from the fitted curve at half-maximal effect; % is scaled to controls: 0 for no effect and ±100 for the full control effect
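Pol beta (10 nM) was preincubated with compound for 15 min at room temperature. The reaction was then started with 50 nM substrate and read immediately and after a further 10 min at room temperature.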
Active calls of the source: *; i = inactive; ? = inconclusive; . = not tested or not shown; & = joins results of further samples; [ ] = remark or other dose. Unless noted, calls follow the shape of the dose curve; as a rule, active = well fitted curve in the direction sought with a large enough effect; inconclusive = small, poorly fitted or top-dose-only effect, or another doubt; inactive = no such curve, though single readings can be large; an effect the other way counts as inactive or inconclusive.

| PGK inhibitor | POLI inh | RXFP1 antag | Apoferritin bind | Pol kappa inh | APE1 inh | BLM helicase inh | POLH inh | POLB inh | SMILES |
| --- | --- | --- | --- | --- | --- | --- | --- | --- | --- |
| 0% | 21% | 1 | -15% | 2% | 0% | 0% | -11% | 10% | CC(=O)/C(N=Nc1c(C)n(C)n(-c2ccccc2)c1=O)=C(\C)O |
| -5% | 84%[activator] | -5 | -6% | 8% | -2% | 0% | -16% | 4% | COc1ccc(N2CCN(C(C)C(=O)N3CCCC3)CC2)cc1 (stereo not drawn) |
| 1% | 21% | -10 | -3% | 3% | . | -2% | -7% | -4% | Cc1noc(Cn2c(=O)c3ccccc3n(CC(=O)Nc3cc(Cl)ccc3C)c2=O)n1 |
| -8% | -7% | 6 | -4% | -10% | 0% | -1% | -5% | ? | COc1ccccc1OCCc1nnc(N)s1 |
| 4% | 18% | -12 | -23% | -5% | -6% | -3% | -6% | 6% | OCCN(Cc1ccccc1)Cc1cccc(Cl)c1Cl |
| 0% | 17% | 0 | 8% | -7% | 1% | -1% | 0% | 1% | CCOC(=O)c1sc(NC(=O)c2ccc(CC)s2)nc1C |
| 2% | 0% | . | 6% | -2% | . | -2% | -20% | 13% | CC1=C(C(=O)OCc2ccc(C)cc2)C(c2ccccc2F)CC(=O)N1 (stereo not drawn) |
| 1% | 16% | 2 | -19% | -15% | -7% | -4% | -2% | 13% | COc1cc(NC(=O)n2ncc3cc(Cl)ccc32)cc(OC)c1 |
| -9% | -4% | 14 | -4% | -2% | -2% | -4% | -7% | 0% | CNC(=S)N1CCC(NC(=O)C(Cc2ccc(F)cc2)NC(C)=O)CC1 (stereo not drawn) |
| -2% | -18% | . | -5%&-5% | 6% | 13%&4% | -3%&1% | -1% | -1%&12% | C=CCN=C1N[C@@H](c2ccccc2)C(C(=O)OC)=C(C)N1CCOC |
| 11% | -4%[58.9 µM] | 2 | -7% | -8% | 23% | -1% | -2% | -13% | COc1ccc(C(=O)N2CC(c3ccccc3)CC2=O)cc1 (stereo not drawn) |
| 8% | 9% | 0 | -2% | 0% | . | -5% | -10% | 35% | COC(=O)c1cc2sccc2n1CC(=O)Nc1ccc(OC)c(OC)c1 |
| -7%&3% | 9%&30% | -9&1 | -16%&-6% | -15%&-2% | 17% | 3%&-5% | -24%&-17% | 27%&-4% | Cn1c(=O)c(=O)n(C)c2cc(S(=O)(=O)N3CCCC3C(=O)Nc3ccc(F)cc3)ccc21 (stereo not drawn) |
| -5% | 1% | -6 | -6% | -11% | -1% | -1% | 9% | 2% | CCNc1nc(Oc2ccc(=O)[nH]n2)nc(N2CCOCC2)n1 |
| . | . | . | 4% | . | 4% | -1% | . | 0% | Nc1nc(SCC(=O)NC2CCCC2)[nH]c(=O)c1-c1ccccc1 |
| -6% | 21% | -16 | 30%[activator] | -27% | 2% | -8% | ? | -7% | Oc1c(Br)cc(/C=N/Nc2nncc3ccccc23)cc1Br |
| i | 28% | -2 | -5% | 4% | -3% | -3% | -4% | 6% | O=C(O)CC(c1ccccc1)c1ccccc1 |
| -8% | 21% | 11 | -12% | -1% | 21% | -4% | 10% | 26% | O=C(NNS(=O)(=O)c1ccccc1)C1CCCCC1 |
| -4% | 8% | -6 | . | -2% | 26% | . | -21% | . | Cc1ccc(C(=O)C(C)OC(=O)Cc2n[nH]c(=O)c3ccccc23)cc1C (stereo not drawn) |
| i | 11% | -8 | -14% | 0% | -3% | -1% | 1% | -16% | CCC(=O)Nc1ccc(S(=O)(=O)N2CCCCC2)cc1OC |

10 entries from above, reformatted.
structure,PGK inhibitor,POLI inh,RXFP1 antag,Apoferritin bind,Pol kappa inh,APE1 inh,BLM helicase inh,POLH inh,POLB inh
COc1ccc(C(=O)N2CC(c3ccccc3)CC2=O)cc1 (stereo not drawn),11%,-4%[58.9 µM],2,-7%,-8%,23%,-1%,-2%,-13%
COC(=O)c1cc2sccc2n1CC(=O)Nc1ccc(OC)c(OC)c1,8%,9%,0,-2%,0%,.,-5%,-10%,35%
Cn1c(=O)c(=O)n(C)c2cc(S(=O)(=O)N3CCCC3C(=O)Nc3ccc(F)cc3)ccc21 (stereo not drawn),-7%&3%,9%&30%,-9&1,-16%&-6%,-15%&-2%,17%,3%&-5%,-24%&-17%,27%&-4%
CCNc1nc(Oc2ccc(=O)[nH]n2)nc(N2CCOCC2)n1,-5%,1%,-6,-6%,-11%,-1%,-1%,9%,2%
Nc1nc(SCC(=O)NC2CCCC2)[nH]c(=O)c1-c1ccccc1,.,.,.,4%,.,4%,-1%,.,0%
Oc1c(Br)cc(/C=N/Nc2nncc3ccccc23)cc1Br,-6%,21%,-16,30%[activator],-27%,2%,-8%,?,-7%
O=C(O)CC(c1ccccc1)c1ccccc1,i,28%,-2,-5%,4%,-3%,-3%,-4%,6%
O=C(NNS(=O)(=O)c1ccccc1)C1CCCCC1,-8%,21%,11,-12%,-1%,21%,-4%,10%,26%
Cc1ccc(C(=O)C(C)OC(=O)Cc2n[nH]c(=O)c3ccccc23)cc1C (stereo not drawn),-4%,8%,-6,.,-2%,26%,.,-21%,.
CCC(=O)Nc1ccc(S(=O)(=O)N2CCCCC2)cc1OC,i,11%,-8,-14%,0%,-3%,-1%,1%,-16%

(continued)
| PGK inhibitor | POLI inh | RXFP1 antag | Apoferritin bind | Pol kappa inh | APE1 inh | BLM helicase inh | POLH inh | POLB inh | SMILES |
| --- | --- | --- | --- | --- | --- | --- | --- | --- | --- |
| 2% | 31%[activator] | -2 | . | -18% | 14% | . | -22% | . | Cc1cccc(C)c1NC(=O)CN(C)C(=O)CN1C(=O)NC2(CCCC2)C1=O |
| -9% | 36%[activator] | 11 | -7% | -4% | -6% | -2% | -4% | 9% | Nc1ccccc1C(=O)N/N=C1/C2CN3CCN(C2)CC1(Cc1ccccc1)C3 |
| i | 0% | 5 | -11% | -12% | 0% | -3% | -8% | 4% | COc1ccc(-c2c3c(=O)n(C)c(=O)n(C)c3cn2Cc2cccnc2)cc1 |
| 5% | 11% | 9 | . | -8% | -15% | . | -13% | . | CC1(c2ccc3c(c2)OCCO3)NC(=O)N(CC(=O)Nc2c(F)cccc2F)C1=O (stereo not drawn) |
| 4% | 2% | -5 | -8% | -3% | 6% | -1% | -8% | 30% | Cc1ccc(N2C(N)=C(C#N)C3(C(=O)N(C)c4ccccc43)C3=C2CC(C)(C)CC3=O)cc1Cl (stereo not drawn) |
| -7% | 26% | . | -8% | -10% | . | -3% | -21% | 22% | COc1ccc(-c2cc3nc(C)c(CCC(=O)N4CCN(c5ccccc5)CC4)c(C)n3n2)c(OC)c1 |
| 5% | 6% | -13 | 0% | -2% | -6% | 3% | -15% | -2% | O=C(CSc1nc(-c2ccc(F)cc2)cs1)N1CCc2ccccc21 |
| 8% | 121%[activator] | -16 | -18% | -5% | -12% | -8% | -21% | 3% | S=C(Nc1ccccc1)N1CCC(Cc2ccccc2)CC1 |
| 0% | 51%[activator] | -7 | -22% | 11% | 30% | -4% | 0% | 39% | O=C(COc1cc2oc(=O)c3c(c2cc1Cl)CCC3)NCCCN1CCCC1=O |
| i | 28% | . | 1% | -3% | 13% | 2% | -3% | 5% | COc1ccccc1NC(=O)c1ccc(NC(=O)COC(=O)C2CC2C)cc1 (stereo not drawn) |
| 8% | 24% | 0 | 5% | -4% | 7% | -1% | -7% | 28% | O=C(NCC(=O)N(c1cccnc1)C(C(=O)NC1CCCCC1)c1ccccc1)c1ccco1 (stereo not drawn) |
| i | ? | -2 | -13% | 2% | -3% | -10% | -15% | 0% | CCC(=O)N1CCc2cc(S(=O)(=O)NCCCN(CC)Cc3ccccc3)ccc21 |
| -5% | 28% | -2 | . | -1% | . | . | -18% | . | CC(C)NC1(C#N)CCN(Cc2ccccc2)CC1 |
| -9% | ? | 6 | -6% | -1% | -14% | -1% | -3% | 24% | CC(=O)c1cccc(NC(=O)c2ccccc2-c2ccccc2C(=O)O)c1 |
| -2% | 88%[activator] | -9 | 3% | 9% | 32% | 1% | -1% | 2% | COc1cc(S(=O)(=O)Nc2ccncc2)ccc1F |
| 0% | 8% | 5 | . | 6% | 17% | . | 1% | . | O=C(COc1ncnc2sccc12)NC1CCCCC1 |
| -9% | 14% | 1 | -5% | -12% | 0% | -1% | -1% | 24% | CC1CN(c2oc(-c3ccccc3Cl)nc2C#N)CC(C)O1 (stereo not drawn) |
| 0% | 74%[activator] | -13 | -16% | 0% | -1% | 1% | -20% | 3% | Nc1cc(Cl)ccc1N1CCCCCC1 |
| -5% | 20% | 2 | -8% | -6% | -1% | -3% | -6% | 28% | Cc1ccc(OCC(=O)NCc2cccs2)cc1 |
| 1% | 34% | -7 | 0% | 10% | -5% | 3% | -18% | -23% | COCCCNC(=S)N(CCO)Cc1cc2cc3c(cc2[nH]c1=O)OCCO3 |
| i | 17% | -2 | -2% | -5% | 7% | 3% | 9% | 22% | COc1cc(C)c(S(=O)(=O)Nc2ccc(CC(=O)O)cc2)cc1C |
| 2% | 27% | -3 | . | 5% | 3% | . | -24% | . | CN1CCN(c2ccc(Cl)cc2NC(=O)CC2OC(=O)c3ccccc32)CC1 (stereo not drawn) |
| -1% | 17% | -10 | . | -11% | -19% | . | -3% | . | O=C(Cc1ccc2c(c1)OCCO2)Nc1cc(Cl)ccc1N1CCOCC1 |
| -3% | -6% | 21 | 4% | -1% | 1% | -2% | -9% | -21% | CC(=O)N1CCc2cc(S(=O)(=O)NC(CC(C)C)C(=O)N3CCn4c3nc3ccccc34)ccc21 (stereo not drawn) |
| 5% | 5% | -2 | -10% | -11% | 1% | 0% | -18% | -1% | CCCCN(CC)C(=O)CN(C)S(=O)(=O)c1cccc2nsnc12 |
| . | 16% | 3 | -11% | 5% | -23% | -1% | ? | -1% | Cc1cc(O)c(C(=O)/C=C/c2ccccc2O)c(=O)o1 |

This is a subset; count on the stated rates, not on these rows.
